MEKK2 mut-MEK5: MEK5 binding signal on mutant MEKK2 PB1, primary screen, biochemical, multiplex bead flow cytometry, Alexa488-MEK5; percent response, % at 10 µM; Alexa488-MEK5 binding to MEKK2 mutant; hit rate 0.35% among 290,000; in the data active means percent response above about 24%, passing the limit was not always enough; further: inactives centre near 1; some results filed as inactive read as strong as hits
HCV NS3 hel inh: inhibitors of HCV NS3 helicase, primary screen, biochemical, Cy5 molecular beacon fluorescence; NS3 helicase DNA unwinding; inhibition, % at 10.9 µM; hit rate 0.56% among 290,000;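 active means inhibition above the mean of all tested compounds plus 3 SD, set per campaign, cut at about 35% in these data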;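 further: 0% = DMSO wells and 100% = thioflavine S control wells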
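Control set: DMSO versus 110 µM thioflavine S; Material: NS3 helicase fragment of HCV; Measured by: Cy5 fluorescence at 0 and 60 min, beacon hairpin quenching; Read-out basis: percent inhibition from t60/t0 fluorescence ratio; Times: reaction time 60 min, 25 °C; Repeats: single replicate; Compound dosing: single dose, 10.9 µM nominal final, DMSO 0.8% final.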
NALP1 yeast inh: NALP1 inflammasome inhibitors in reconstituted yeast, colorimetric, S. cerevisiae, triplicate retest | inhibition, % at 10 µM | AID 2071, 2009 | hit rate 0.61% among 280,000 | S. cerevisiae NALP1/ASC/caspase-1 growth, X-gal OD620, 72 h; in the data active means inhibition mostly above about 24%, no sharp cut-off; inactive means mostly below about 32%; further: some compounds called inactive have numbers as strong as hits
IMP-1 inh: IMP-1 metallo-beta-lactamase inhibitors, primary screen, biochemical, epi-absorbance readout, Pseudomonas aeruginosa enzyme | metallo-beta-lactamase IMP-1 (Pseudomonas aeruginosa) | inhibition, % at 5.6 µM | hit rate 0.45% among 290,000 | purified IMP-1, nitrocefin hydrolysis, epi-absorbance fluorescence;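 active means inhibition above the mean plus 3 SD of all compounds in the same screening run, cut at about 4.5% in these data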;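 further: 0% = IMP-1 with DMSO and 100% = DMSO wells lacking enzyme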
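Test system: recombinant IMP-1 enzyme, purified / Medium: HEPES buffer pH 7.1 with ZnSO4 and Brij 35 / Doses: single dose, 5.6 µM / Times: 25 °C, 15 min preincubation, 25 min reaction / Detection: Epi-absorbance via hydrolysed-nitrocefin quenching of white-plate fluorescence, 480/530 nm, EDTA stop / Evaluation: percent inhibition from optical density relative to buffer-blank wells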
SUMO HTRF inh: inhibitors of in vitro SUMOylation cascade, primary screen, biochemical, HTRF, uHTS; hit rate 0.36% among 290,000; SUMO-conjugating enzyme UBC9 (Homo sapiens), P63279; HTRF SUMOylation assay, SAE1/SAE2 + UBC9; inhibition, % at 35 µM; in the data active means inhibition above about 50%, passing the limit was not always enough; further: strong numbers were not always called active
Target sequence (P63279 whole entry, looked up): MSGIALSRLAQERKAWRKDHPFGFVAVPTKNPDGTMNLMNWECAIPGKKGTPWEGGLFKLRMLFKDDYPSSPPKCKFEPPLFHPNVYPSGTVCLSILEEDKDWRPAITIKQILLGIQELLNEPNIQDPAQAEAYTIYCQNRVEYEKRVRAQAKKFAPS
VIM-2 inh: VIM-2 metallo-beta-lactamase inhibitors, primary screen, biochemical, epi-absorbance readout, Pseudomonas aeruginosa enzyme. AID 1527, 2009. purified VIM-2, nitrocefin hydrolysis, epi-absorbance fluorescence. inhibition, % at 5.6 µM. hit rate 0.89% among 290,000;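 active means inhibition above the mean of all tested compounds plus 3 SD, cutoff set per screening run, cut at about 7.5% in these data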;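 further: red hydrolysis product quenches plate fluorescence so inhibitors raise well fluorescence; 0% = enzyme with DMSO and 100% = DMSO without enzyme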
PfM18AAP inh: PfM18AAP inhibitors, malaria aminopeptidase, primary screen, biochemical, QFRET, recombinant enzyme; M18 aspartyl aminopeptidase (Plasmodium falciparum 3D7); H-Glu-NHMec fluorogenic cleavage; inhibition, % at 7.35 µM; hit rate 1.2% among 290,000; AID 1822, 2009;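 active means inhibition above the campaign mean inhibition over all tested compounds plus 3 SD, cut at about 28% in these data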;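 further: 0% = plate median of test compound wells and 100% = 2 mM ZnCl2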
DNA FID counter: compounds displacing fluorescent DNA intercalator, primary screen, artefact control for HCV NS3 helicase inhibitor project, biochemical, FID fluorescence. DNA fluorescent intercalator displacement. inhibition, % at 7.9 µM. hit rate 0.17% among 290,000. AID 1845, 2009; in the data active means inhibition above about 37%;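 further: 0% = vehicle and 100% = reference compound; higher means more ethidium bromide displaced from hairpin DNA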
MEKK2wt PB1 HTS: modulators of MEK5 binding to wildtype MEKK2, primary screen, biochemical, multiplex bead flow cytometry, Alexa488-MEK5. Mitogen-activated protein kinase kinase kinase 2 (Homo sapiens), Q9Y2U5. AID 1531, 2009. hit rate 1.1% among 290,000. Alexa488-MEK5 binding to MEKK2 WT; actives lie on both sides. binding response (% of control), % at 10 µM; in the data active means binding response below about 67% or above about 130%
Active calls of the source: *; . = no result given; [ ] = remark or other dose.

SMILES	MEKK2 mut-MEK5	HCV NS3 hel inh	NALP1 yeast inh	IMP-1 inh	SUMO HTRF inh	VIM-2 inh	PfM18AAP inh	DNA FID counter	MEKK2wt PB1 HTS
OCCN1CCN(Cc2ccc3ccccc3c2)CC1	2	-6	27	1.7	18	0.4	-10	8	110
COc1ccc(C(=O)N=c2sc3ccccc3n2C)cc1OC	0	-2	4	-0.2	-4	0.2	-9	-9	109
CCNc1ccc(C(=O)OCC)cc1NC(=O)c1cc(S(=O)(=O)N2CCOCC2)ccc1C	-7	-7	11	-4.2	-10	-4.2	-1	-35	89
Cc1cccc(CSc2nc3ccncc3n2CC(=O)Nc2ccc(C)c(C)c2)c1	5	-47	19	-2.1	10	-3.1	6	8	108
O=C(c1ccco1)N1CCN(c2nc(C3CC3)nc3c2nnn3Cc2ccccc2Cl)CC1	-2	-1	-78	-3.0	-13	-1.6	-2	-2	91
Nc1nonc1-n1nnc(C(=O)N/N=C/c2cccc(Cl)c2)c1CSc1ccc(Cl)cc1	-3	5	4	-2.1	-5	-2.5	0	-3	100
COc1nc(N2CCOCC2)nc(C)c1[N+](=O)[O-]	-1	5	12	-5.0	6	1.8	4	0	97
Cc1noc(C)c1S(=O)(=O)N1CCC(C(=O)c2ccccc2)CC1	-4	6	23	0.7	3	-0.7	-15	-21	90
COc1ccc(NC(=O)CN(C)S(=O)(=O)c2cnc[nH]2)cc1OC	0	16	23	-2.3	8	0.6	6	5	101
O=C(COc1ccc2ccccc2c1)Nc1ccc(Br)cc1C(=O)O	-4	-10	-3	-1.7	23	0.1	-6	-21	98
COc1ccc(NC2CC(=O)N(c3cc([N+](=O)[O-])ccc3C)C2=O)cc1 (stereo not drawn)	-4	0	31	0.2	8	1.0	0	3	94
C/C(N)=C(/C#N)C(=O)CSc1nnc(-c2ccc(OC(F)F)cc2)o1	-2	3	-2	-3.5	-3	-3.2	-8	-1	97
COc1ccc(NC(=O)CCS(=O)(=O)c2ccc3c(c2)NC(=O)C(C)S3)cc1OC (stereo not drawn)	9	1	7	-2.2	8	-2.7	0	-19	99
CC(=O)NC(CC(=O)NNC(=O)c1cc2ccccc2cc1O)c1ccccc1 (stereo not drawn)	12	6	-5	-3.6	-12	-6.0	32*	-51	106
O=C(CCn1c(=O)c2cccn2c2ccc(F)cc21)NCc1cccc(F)c1	2	-9	4	-1.6	4	-0.5	-6	-30	103
CN(C(=O)c1ccccc1)C1c2c(ccc3ccccc23)OCC1CO (stereo not drawn)	-5	-16	0	-1.7	2	0.5	3	0	96
Cc1ccc2cc(CCNC(=O)CCCc3ccccc3)c(=O)[nH]c2c1	3	-1	4	-1.8	-6	-0.5	-9	-39	105
Cc1cc(NS(=O)(=O)c2ccc(NC(=O)C(C(C)C)N3C(=O)c4ccccc4C3=O)cc2)nc(C)n1 (stereo not drawn)	0	-1	19	-0.4	8	-1.8	-5	5	98
O=C(NC(=S)N1CCc2ccccc21)C1CCC1	5	11	22	-3.9	12	-3.2	4	-5	104
O=C(Nc1nccs1)c1cccc(NC(=O)C2CC2)c1	1	12	-2	-3.0	6	-1.4	8	-1	101
O=[N+]([O-])c1cc(S(=O)(=O)N2CCCC2)ccc1NN=C1CCCC1	-2	-4	7	-3.2	-3	-0.7	-6	1	100
CCN(C(=O)c1cn(CC)c(=O)c2cc(OC)c(OC)cc12)c1ccccc1C	1	-6	35	3.6	-4	-1.1	5	-41	105
CCN(CCCNC(=O)CN(C)S(=O)(=O)c1cccc2nsnc12)c1cccc(C)c1	13	-5	8	-4.5	28	-4.3	8	-9	112
Cc1cccc(C)c1OCCOC(=O)c1n[nH]c2ccccc12	-2	-1	6	-2.7	-7	-1.1	-7	-25	96
CC1CCC(=O)N(CCC#N)CC1 (stereo not drawn)	-2	-23	2	-2.7	-2	-2.1	5	-2	104
CC1(C)CC(NCc2ccncc2)CC(C)(C)N1	48	-8	4	-2.0	0	-0.1	0	-2	114
Cc1ccccc1C(=O)Nc1ccnn1C1CCN(C(=O)c2cnsn2)CC1	0	1	19	0.9	-2	-0.8	-5	-11	102
Cc1ccc(NCN2C(=O)C3C4CCC(C4)C3C2=O)cc1 (stereo not drawn)	2	0	23	-6.5	8	-3.2	-5	-2	98
CC(C)(C)OC(=O)NCCCC[C@H](NC(=O)[C@H](Cc1c[nH]c2ccccc12)NC(=O)OCc1ccccc1)C(=O)O	0	26	32	-0.4	6	-0.7	-5	-25	103
CC(C(Sc1ccccc1N)c1ccccc1)[N+](=O)[O-] (stereo not drawn)	-10	4	.	-3.0	-21	-1.4	31*	-2	87

Record cards, as listed above:
Record of CC1(C)CC(NCc2ccncc2)CC(C)(C)N1 : MEKK2 mut-MEK5: 48; HCV NS3 hel inh: -8; NALP1 yeast inh: 4; IMP-1 inh: -2.0; SUMO HTRF inh: 0; VIM-2 inh: -0.1; PfM18AAP inh: 0; DNA FID counter: -2; MEKK2wt PB1 HTS: 114
Record of CCN(C(=O)c1cn(CC)c(=O)c2cc(OC)c(OC)cc12)c1ccccc1C : MEKK2 mut-MEK5: 1; HCV NS3 hel inh: -6; NALP1 yeast inh: 35; IMP-1 inh: 3.6; SUMO HTRF inh: -4; VIM-2 inh: -1.1; PfM18AAP inh: 5; DNA FID counter: -41; MEKK2wt PB1 HTS: 105

Going on with the list:
SMILES	MEKK2 mut-MEK5	HCV NS3 hel inh	NALP1 yeast inh	IMP-1 inh	SUMO HTRF inh	VIM-2 inh	PfM18AAP inh	DNA FID counter	MEKK2wt PB1 HTS
COC(=O)C1=C(C)N(C)C(C)=C(C(=O)OC)C1c1ccsc1	5	-11	12	-1.5	19	-2.7	-1	-5	104
CCn1c(SCC(=O)Nc2nc(-c3ccc(C)cc3)cs2)nnc1-c1ccccc1	0	4	13	-4.1	1	-7.2	-5	-6	95
CCN(CC)CCCNC(=O)c1cn(CCOC)c(=O)c2c1c1ccccc1n2C	-16	1	31*	-0.2	32	1.2	3	7	52
COc1ccc(NC(=O)c2ccc(CN3CCN(c4ccccc4)CC3)cc2)cc1OC	5	-8	4	-1.8	24	-1.9	4	-6	99
O=C(CCNC(=O)C1CCN(S(=O)(=O)c2ccc(F)cc2)CC1)NCc1ccc(Cl)cc1	0	-1	14	0.8	.	-1.1	-4	-31	105
COc1ccc(OC)c(C2CC(=O)N3CN(c4ccccc4)CSC3=C2C#N)c1 (stereo not drawn)	3	18	-1	-1.6	10	-2.2	25	-33	99
Cc1cccnc1NC(=O)c1ccccc1-c1ccccc1C(=O)Nc1ncccc1C	0	-2	19	0.4	-3	-0.6	-4	-2	100
COc1ccccc1CN1CC(C(=O)N2CCCCO2)CCC1=O (stereo not drawn)	4	9	16	-1.5	7	-2.1	-3	-16	104
CCOC(=O)C1=C(C)Nc2sc(C(=O)c3ccc(C)cc3)c(N)c2C1c1ccc(C(=O)OC)cc1 (stereo not drawn)	1	10	36	-3.3	23	7.8*	3	-11	109
CCCCOc1ccc(C(=O)NCc2ccccn2)cc1	12	-2	.	-2.4	6	-1.7	7	-17	108
COCCn1cnc2c1c(=O)n(CC(=O)O)c(=O)n2Cc1ccccc1	-4	-1	11	-1.7	26	-2.9	-2	3	97
Cn1c(-c2ccc(Br)cc2)cnc1NCc1ccc(C#N)cc1	13	-4	7	-5.8	11	-2.5	10	8	111
CC(=O)OC1CC2(C)C(=O)CCC2C2CCc3cc(O)ccc3C12 (stereo not drawn)	1	1	6	-2.5	22	-4.2	5	-17	102
Cc1cc(C)c(C#N)c(SCCS(=O)(=O)c2ccc(Cl)cc2)n1	-1	-3	.	0.9	-23	-0.2	0	-7	87
C(=N\Nc1nc2ccccc2[nH]1)/c1ccc2ncccc2c1	25	-30	.	-3.5	12	-3.9	-7	21	130
O=C(NCCc1ccccc1)C1CCN(c2nc3ccccc3o2)CC1	9	-25	14	-2.4	28	-0.6	-5	-16	99
O=S(=O)(c1ccc(Cl)c(C(F)(F)F)c1)N1CCN(c2ccccn2)CC1	-4	2	6	-0.6	13	-0.6	-9	-2	97
Cc1cc(-c2nc(-c3ccc(C(C)(C)C)cc3)no2)no1	6	3	8	-0.8	2	-1.9	0	-4	107
CCC(Sc1nc(C)cc(=O)[nH]1)C(=O)Nc1ccc(Cl)cn1 (stereo not drawn)	11	-4	-2	-1.2	0	-4.1	-6	-6	108
O=C(CN1C(=O)C2C3C=CC(C3)C2C1=O)OCC(=O)c1ccc([N+](=O)[O-])cc1 (stereo not drawn)	-6	13	1	3.0	-7	1.0	42*	-4	96
COc1ccc(CCN2CN(S(=O)(=O)c3ccc(C)cc3)c3nc4ccccc4nc32)cc1OC	3	-3	4	-2.2	-19	-2.2	6	-5	102
Cc1nc(CCNC(=O)c2cc(COc3ccc(F)cc3Cl)on2)sc1C	-1	0	.	-4.4	27	0.1	-1	-28	105
C[C@@]12C(=O)N(c3cccc(F)c3)C(=O)N1[C@H](c1ccc(F)cc1)[C@@H]1C(=O)N(C3CCCCC3)C(=O)[C@@H]12	-2	-31	21	-0.7	5	-1.4	-1	-30	96
CS(=O)(=O)N1N=C(c2cccs2)CC1c1ccccc1O (stereo not drawn)	-7	-2	-9	0.6	14	-1.9	-9	-3	0.0*[inhibitor]
O=C(CN1CCOCCOCCN(CC(=O)Nc2ccccc2)CCOCC1)Nc1ccccc1	-1	-17	-10	-1.5	3	-1.1	4	22	107
O=C(Nc1ccc2c(c1)OCO2)c1cc(-c2ccncc2)nc2ccccc12	-11	-9	5	-3.7	-1	-1.9	1	-16	82
O=C(Nc1ccc2c(c1)OCO2)c1ccc(CN2CCOCC2)cc1	-1	-3	-8	-1.5	1	-0.1	-3	-2	96
CCOC(=O)C(CC(=O)O)=C(c1ccccc1)c1ccccc1	-1	-4	21	-0.3	-12	-0.4	4	-21	103
COc1ccc(OC)c(N(CC(=O)N2CCOCC2)S(C)(=O)=O)c1	7	-8	-1	-3.5	-3	-2.8	0	-3	101
CC(C)(C)n1ncc2c(=O)n(CC(=O)NCc3ccccc3)cnc21	-2	-10	-74	-2.7	-25	-2.0	-4	-4	98
C=CCn1c2ccccc2c2nnc(SCCCn3c(=O)[nH]c4ccccc43)nc21	4	-8	30	-0.6	20	6.0	-10	-27	99
O=C(c1ccc(S(=O)(=O)NCc2ccco2)cc1)N1CCN(Cc2ccc3c(c2)OCO3)CC1	-14	-14	7	-1.7	2	-0.6	4	-19	81
CCOC(=O)c1c(NC(=O)COC(=O)C2CC2C)sc(C)c1C (stereo not drawn)	-1	1	-3	-0.5	-23	-1.9	10	-12	100
O=C(Nc1cccc2ccccc12)N1CC=CCC1	2	0	15	2.6	45	-2.8	-22	4	102
